Source: PubChem (National Center for Advancing Translational Sciences (NCATS))
ATXN2 expr inh = ATXN2 expression inhibition; HEK-293 ATXN2-luciferase reporter, luminescence, 24 h; Potency, µM (series often up to 57 µM), inactives show at the top dose activity change, negative = inhibition, hits mostly inhibitors; hit rate 0.72% among 360,000; AID 1745845; further: potency means the concentration at half of the fitted maximal effect; on the % scale 0 is the no-effect control and ±100 the full control effect; nearly all actives have a fitted effect of over 55% in size
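ATXN2-luciferase reporter cells (luciferase flanked by upstream and downstream ATXN2 gene portions) were treated 24 h at 37 °C with compounds at up to 57 uM. SteadyGlo luminescence gave expression; GF-AFC fluorescence gave viability.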
Nrf2 block = blocks Nrf2 signaling; hit rate 2.1% among 360,000; Potency, µM (top dose mostly 46 µM), for inactives: at the highest dose activity change, negative = inhibition, most hits filed as inhibitors; A549 ARE-Fluc reporter, luciferase luminescence, 18-24 h; AID 504444; further: potency means the concentration at half of the fitted maximal effect; on the % scale 0 is the no-effect control and ±100 the full control effect; nearly all actives have a fitted effect of over 60% in size
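Cells were seeded and rested 2 h, then exposed to compounds for 18-24 h. CellTiter-Fluor was read first as a viability measure. BugLite was added 15 min before the final luminescent read of ARE-luciferase activity in A549 cells.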
IL-2 act = activators of IL-2; hit rate 0.065% among 360,000; AID 652025; IL-2 activation reporter assay, cell-based qHTS; stimulated with anti-CD3/CD4/CD28 beads; in transgenic mouse T cells; activation, % (series mostly up to about 46 µM); in the data active means activation above about 50%; inconclusive means mostly about 30% to 49%; further: 0% is about no effect
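Unstimulated transgenic mouse T cells; 60-min compound exposure; bead-based TCR/CD4/CD28 stimulation; 18 h culture, 37 degrees C; dual fluorescence (EGFP, DsRed) plate cytometry.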
HepG2 viability = HepG2 cytotoxicity, counter-screen for TGF-b inhibitors; Potency, µM (titrated, usually from 46.1 µM), for the others: top-dose activity change, negative = cytotoxicity, usual class: cytotoxic; hit rate 0.76% among 410,000; HepG2 CAGA-GFP viability, ATP luminescence, 18 h; further: potency means the concentration at half of the fitted maximal effect; some results filed as inactive show a strong effect at the top dose
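CellTiter-Glo luminescence gave cytotoxicity after 18 hours at 37 degrees C. The cells were HepG2 CAGA-GFP in 1% FBS DMEM, stimulated with 500 pg/mL TGF-beta after compound addition. %Activity was normalised to no-cell wells (complete cell-killing) and DMSO (no toxicity), and curves were fitted and classified.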
EPAC2 agonist = EPAC2 (human) agonism | AID 720711 | Q8WZA2 | hit rate 0.079% among 360,000 | EPAC2 activation, biochemical qHTS; response scale: 100% = 6.5 mM cAMP response | Potency, µM (series often up to 154 µM), for the others: at the top dose activation, hits mostly activators; further: potency means the concentration at half of the fitted maximal effect; nearly all actives have a fitted effect of over 50% in size
Target sequence (Q8WZA2 whole entry, looked up): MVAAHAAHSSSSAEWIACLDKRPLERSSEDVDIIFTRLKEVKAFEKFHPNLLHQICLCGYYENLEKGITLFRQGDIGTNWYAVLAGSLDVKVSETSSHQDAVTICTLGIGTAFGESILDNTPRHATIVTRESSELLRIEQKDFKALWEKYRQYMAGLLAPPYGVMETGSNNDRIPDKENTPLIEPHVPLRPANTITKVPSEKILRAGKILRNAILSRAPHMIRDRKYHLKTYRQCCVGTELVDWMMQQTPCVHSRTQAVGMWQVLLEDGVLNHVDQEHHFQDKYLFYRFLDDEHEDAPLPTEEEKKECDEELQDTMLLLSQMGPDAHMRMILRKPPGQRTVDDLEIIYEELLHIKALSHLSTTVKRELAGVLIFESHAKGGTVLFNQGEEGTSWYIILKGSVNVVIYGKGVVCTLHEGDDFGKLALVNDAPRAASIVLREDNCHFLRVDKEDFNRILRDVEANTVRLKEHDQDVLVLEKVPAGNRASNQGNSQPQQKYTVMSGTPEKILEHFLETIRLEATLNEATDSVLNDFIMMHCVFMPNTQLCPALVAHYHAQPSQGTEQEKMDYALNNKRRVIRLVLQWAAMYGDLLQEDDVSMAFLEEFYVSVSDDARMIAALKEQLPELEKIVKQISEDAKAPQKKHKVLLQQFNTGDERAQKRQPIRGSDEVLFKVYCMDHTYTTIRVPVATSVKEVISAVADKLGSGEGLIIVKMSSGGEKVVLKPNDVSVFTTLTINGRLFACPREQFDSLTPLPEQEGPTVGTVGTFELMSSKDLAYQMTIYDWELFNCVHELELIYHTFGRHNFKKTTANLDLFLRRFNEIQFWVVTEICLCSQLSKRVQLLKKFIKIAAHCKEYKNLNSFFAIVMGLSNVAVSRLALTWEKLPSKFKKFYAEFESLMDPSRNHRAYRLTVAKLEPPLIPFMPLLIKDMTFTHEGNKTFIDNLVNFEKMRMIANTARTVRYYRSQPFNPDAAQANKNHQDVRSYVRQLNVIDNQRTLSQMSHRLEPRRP
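Setup: EPAC2 100 nM, labeled Rap1B complex 250 nM, free GDP 50 uM. Compound titrations pinned in, brief spin, 5 min room temperature incubation. Kinetic fluorescence read over 30 min, normalized to 6.5 mM cAMP.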
TGFb inhibitor = blocks TGF-b signaling; HepG2 CAGA-GFP TGF-b/SMAD3 reporter, GFP fluorescence, 18 h; TGF-beta stimulated, 500 pg/mL final; Potency, µM (highest dose often 46.1 µM), inactives show at the highest dose activity, negative = inhibition, usual class: inhibitors; hit rate 1.2% among 410,000; AID 588855; further: potency means the concentration at half of the fitted maximal effect; on the % scale 0 is the no-effect control and ±100 the full control effect; nearly all actives have a fitted effect of over 65% in size
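Read-out: total well GFP (ex488/em500-530) summed from mean per-cell fluorescence. Cells: HEPG2 CAGA-GFP, 1% FBS DMEM, 18 h at 37 degrees C with 500 pg/mL final TGF-beta. Unstimulated wells served as the full-inhibition control; stimulated DMSO wells = 0%.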
Nrf2 ARE act = Nrf2 pathway activation. AREc32 ARE-luciferase reporter (MCF7-derived line), luminescence, 24 h. Potency, µM (series often up to 46.1 µM), without a hit: top-dose activation, most hits filed as activators. hit rate 0.31% among 410,000. AID 624171; further: potency means the concentration at half of the fitted maximal effect; % of control where 0% means no effect; nearly all actives have a fitted effect of over 65% in size
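Nrf2 activation is followed as ARE-luciferase induction in the AREc32 line after one day of compound treatment; luminescence is read with Steady-Glo.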
A549 viability = kills or reduces viability of A549 cells in Nrf2 counter-screen; A549 ARE-Fluc cells, CellTiter-Fluor viability, 18-24 h; Potency, µM (doses to about 46 µM), without a hit: top-dose activity change, negative = cytotoxicity, usual class: inhibitors; hit rate 0.16% among 390,000; AID 504648; further: potency means the concentration at half of the fitted maximal effect; on the % scale 0 is the no-effect control and ±100 the full control effect
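Cytotoxicity counterscreen: CellTiter-Fluor fluorescence was measured in A549 ARE_Fluc cells after 18-24 h of compound exposure in a concentration series. The subsequent BugLite luminescent read reports ARE-luciferase activity.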
ATXN viability = reduces viability in counter-screen for ATXN expression inhibitors; S2 cells (HEK-293 line with an ATXN2-luciferase reporter) viability, CellTiter-Fluor protease fluorescence, 24 h; Potency, µM (highest dose often 56.7 µM), usual class: cytotoxic; hit rate 0.49% among 400,000; AID 651635; further: potency means the concentration at half of the fitted maximal effect; nearly all actives have a fitted effect of over 40% in size
An asterisk follows results filed as active; i = inactive; ? = inconclusive; · = not tested or not shown; & = joins results of further samples; [ ] = remark or other dose. Unless noted, the call rests on the fitted dose curve; in most records, active means well fitted curve in the direction sought with a large enough effect; inconclusive means small, poorly fitted or top-dose-only effect, or another doubt; inactive means no such curve, though single readings can be large; an effect the other way counts as inactive or inconclusive.

SMILES	ATXN2 expr inh	Nrf2 block	IL-2 act	HepG2 viability	EPAC2 agonist	TGFb inhibitor	Nrf2 ARE act	A549 viability	ATXN viability
COc1ccc(CN(C(=O)CSc2nnc(-c3c[nH]c4ccccc34)o2)c2ccc(F)cc2)cc1OC	?	12µM*	-3.3	4%	10%	-26%	0.2%	?	?
COc1ccc2cc(C(=O)NCCCN3CCCC3=O)[nH]c2c1	·	-10%	0.4	-43%	9%	-19%	0.6%	7%	i
COc1ccc(-c2cc(=O)c3ccccc3o2)cc1	24%	29%	-0.4	-65%	8%	?	?	6%	i
CC1CN(C(=O)COC(=O)c2cc(Cl)ccc2Cl)CC(C)O1 (stereo not given)	15%	-18%	0.4	0%	17%	38%[activator]	0.4%	-1%	i
COc1cccc(CNC(=O)N2CCN(c3ccccc3C)CC2)c1	10%	-11%	-0.3	-13%	14%	-1%	0.1%	3%	i
CCN(CC(=O)Nc1ccc(NC(C)=O)cc1)Cc1c(O)ccc2cc(Br)ccc12	5%	0%	0.1	-12%	0%	-24%	15%	0%	i
O=c1[nH]n(Cc2ccccc2)c2ccccc12	1%	-10%	-0.4	-19%	3%	-12%	0.2%	2%	i
CCn1c(SCC(=O)Nc2cc(C)on2)nc2c([nH]c3ccccc32)c1=O	?	?	1.8	2%	-4%	9%	2.9%	0%	?
Cc1ccc(-n2nc(C(=O)N3CCN(c4cc(C)ccc4C)CC3)c3c4ccccc4n(C)c3c2=O)cc1	9%	3%	·	-6%	·	-19%	-1.0%	16%	i
COc1ccc(NC(=O)C2CCCN(S(=O)(=O)c3ccc(Br)s3)C2)cc1 (stereo not given)	-5%	?	·	-1%	·	-27%	5.2%	-9%	i
CCOc1ccc(C2C(=O)N(C3CCCCC3)CC(=O)N2Cc2ccccc2OC)cc1OC (stereo not given)	·	·	·	-4%	·	3%	1.1%	-1%	·
COc1ccc(C2C(C#N)=C(SCC(=O)Nc3ccc(C)cc3)NC3=C2C(=O)CC(C)(C)C3)cc1 (stereo not given)	-24%	?	2.4	-7%	-3%	?	0.5%	?	?
O=C(NCC(=O)N1CCN(c2ccccn2)CC1)c1ccc(Br)o1	10%	11%	0.6	0%	-1%	8%	-0.3%	0%	i
NS(=O)(=O)c1ccc(CCNC(=O)CNS(=O)(=O)c2cccc(Br)c2)cc1	5%	5%	1.6	2%	5%	10%	-0.5%	7%	i
O=C(CSc1ccccn1)C12CC3CC(CC(C3)C1)C2	8%	-8%	-5.1	-45%	21%	0%	0.8%	0%	i
CC(C)Cc1nc(SCC(=O)N2CCCCC2)c2c(=O)n(C)c(=O)n(C)c2n1	-5%	-22%	-4.1	-47%	0%	?	-0.5%	-4%	i
COc1ccc(CN(C)C(=O)CCN2C(=O)c3ccccc3C2=O)c(OC)c1OC	-5%	-3%	-0.1	12%	2%	3%	-0.2%	-9%	i
Cc1nn(-c2ccccc2)c2sc(C(=O)NNC(=O)COc3cccc4ccccc34)cc12	?	?	2.7	-15%	0%	-24%	-0.6%	?	?
C/C(=N\NC(=S)NC1CCCCC1)c1cccc(C(F)(F)F)c1	-17%	11%	-1.5	-5%	-17%	0%	-0.1%	6%	i
O=C(Nc1ccccc1-c1nc2ccccc2s1)c1ccc(F)cc1	-3%	14%	·	-5%	·	27%	0.4%	-3%	?
CCOc1ccc(NC(=O)c2cccc3c2C(=O)N(Cc2cccnc2)C3)cc1	1%	?	-3.5	-16%	0%	1%	-0.3%	7%	i
CC(=O)c1ccc(S(=O)(=O)N2CCN(C(=O)c3ccc(-n4nc(C)c(Cl)c4C)cc3)CC2)cc1	·	26µM*	-1.0	-26%	7%	-22%	0.0%	0%	?
O=S(=O)(N/N=C\c1ccc2c(c1)OCO2)c1ccc(Cl)cc1	-1%	12%	-0.4	2%	6%	-3%	0.2%	11%	i
Cc1ccc(NS(=O)(=O)c2cc(NC(=O)c3ccc4c(c3)NC(=O)CS4)ccc2Cl)c(C)c1	?	7.3µM*	-0.9	-40%	16%	?	-1.2%	?	?
Cc1ccc(S(=O)(=O)c2c(C)nn(-c3ccccc3)c2OC(=O)c2ccco2)cc1	-13%	-17%	-0.4	2%	1%	0%	0.0%	-3%	i
The list goes on.
SMILES	ATXN2 expr inh	Nrf2 block	IL-2 act	HepG2 viability	EPAC2 agonist	TGFb inhibitor	Nrf2 ARE act	A549 viability	ATXN viability
CN(C)/C=C(\C#N)C(=O)N/N=C(\CC(=O)C(F)(F)F)c1ccco1	-3%	-9%	-1.1	-7%	-4%	4%	2.5%	-12%	i
COC(=O)c1cc(S(=O)(=O)N(C)c2ccc(C)c(C)c2)c[nH]1	·	7%	-0.3	-36%	-5%	-16%	0.4%	0%	i
Cc1ccc(OCC(=O)N/N=C/c2ccco2)cc1	5%	-10%	0.2	-5%	-7%	0%	5.6%	-5%	i
Fc1ccc(CCn2c(Cn3c(-c4cnccn4)nc4ccccc43)nc3ccccc32)cc1	?	·	-0.4	·	10%	·	12%	·	?
CCc1nc2sc(C(=O)O)c(N)c2c2c1CCCC2	-8%	?	-0.7	13%	-5%	7%	0.0%	3%	i
CCCCc1nnc(NC(=O)C2CCCO2)s1 (stereo not given)	24%	?	-3.8	0%	7%	13%	0.4%	1%	i
CC(OC(=O)CCCc1c[nH]c2ccccc12)C(=O)Nc1ccc(S(N)(=O)=O)cc1 (stereo not given)	1%	2%	-0.2	4%	2%	1%	-0.1%	-3%	i
CCn1c(C)nc2cc(C(=O)NNC(=S)Nc3ccc(Cl)cc3Cl)ccc21	-3%	-9%	0.4	-19%	9%	0%	-0.1%	16%	i
Cc1ccc(NC(=O)CSc2nc(=O)n(CCN3CCOCC3)c3c2CCC3)cc1Cl	·	·	·	-32%	·	?	4.6%	-2%	·
Cc1ccc(S(=O)(=O)N/N=C/c2cn(C)nc2C)cc1	4%	-19%	0.2	0%	12%	3%	-1.0%	-1%	i
CC(N)C12CC3CC(CC(C3)C1)C2 (stereo not given)	-6%&-13%&-7%&1%	-4%&11%	-2.7&0.2	3%&2%	9%&6%	0%&1%	-0.6%&0.0%	-2%&0%	i
NS(=O)(=O)c1cc2c(cc1Cl)NC(Cc1ccccc1)NS2(=O)=O (stereo not given)	-7%	-9%	-0.6	-3%	17%	-1%	-0.4%	-2%	i
CC(C)Oc1ccc(C(=O)/C=C2/C(=O)Nc3ccccc32)cc1	?	5%	-2.1	-71%	-1%	?	17%	-2%	·
O=C(c1c(F)cccc1F)N(Cc1ccccn1)C1CCCC1	-9%	-3%	-2.0	-14%	-3%	-24%	0.5%	?	i
CCOc1cc(NC(=S)NCCCN2CCOCC2)c(OCC)cc1NC(=O)c1ccc(OC)cc1	-21%	?	-2.6	-21%	-7%	1%	-0.6%	-9%	i
CSc1ccc(C2CC(=O)Oc3c2c(=O)n(C)c2ccccc32)cc1 (stereo not given)	5%	16%	·	3%	·	3%	0.3%	-2%	i
CCc1nc2c(OCc3ccc(C(F)(F)F)cc3)cccn2c1N(C)C(C)=O	-15%	·	-0.7	-11%	12%	-6%	4.0%	·	i
CN(C)S(=O)(=O)c1ccc(NC(=O)COC(=O)Cn2[nH]c(=O)c3ccccc3c2=O)cc1	6%	-27%	-2.0	4%	5%	1%	-0.1%	0%	i
CCCCCC(=O)Nc1ccc(Cl)cn1	30%	?	-1.6	2%	-3%	-1%	6.0%	9%	i
Cc1nn2c(NCc3ccccn3)c3c(nc2c1-c1ccccc1)CCC3	?	?	-4.0	-30%	14%	11µM*	0.3%	-19%	?
CN(C1CCCCC1)S(=O)(=O)c1ccc(NC(=O)CCC(=O)O)cc1	-1%	·	-0.6	17%	-1%	15%	0.0%	-5%	?
CCCN1CCN(c2nnc(-n3cccc3C(=O)Nc3cc(Cl)ccc3C)s2)CC1	·	?	·	-24%	·	-22%	11%	8%	·
CC(=O)OC1COC(n2ccc3ccccc32)C(OC(C)=O)C1OC(C)=O (stereo not given)	-8%	-27%	-0.6	0%	-1%	-6%	-0.6%	1%	i
O=C(CN1C(=O)NC2(CCCCCCC2)C1=O)N1CCOCC1	5%	6%	-2.2	-9%	13%	-13%	0.4%	5%	i
COc1ccc(NS(=O)(=O)c2ccc(NC(=O)C(C)(C(F)(F)F)C(F)(F)F)cc2)nn1	2%	5%	-0.4	-4%	-8%	-1%	-0.8%	-1%	i
CCCCN(C)c1nnc(NC(=O)Nc2cccc(C(C)=O)c2)s1	9%	-23%	·	-11%	·	7%	0.5%	2%	i
CCOC(=O)C1CCCN(C(=O)CN2C(=O)C(CC)Oc3ccc(C)cc32)C1 (stereo not given)	9%	8%	-2.6	0%	-2%	4%	-0.1%	-2%	i
Cc1c(C(=O)N2CCCC(C(F)(F)F)C2)oc2ccccc12 (stereo not given)	23%	17%	1.2	13%	-2%	11%	-0.4%	1%	i
CCCCC[C@H](C)N1C[C@@H](COCc2ccccc2)Oc2cc(N3CCC[C@H]3COC)ccc2S1(=O)=O	16%	·	-0.9	·	2%	·	-0.5%	·	i
Cc1ccc(CSc2nnc(-c3cccnc3)n2N)cc1	4%	?	0.1	4%	-6%	0%	-0.6%	-4%	i

3 entries from above, with two lines to a compound.
Results follow in this order: ATXN2 expr inh, Nrf2 block, IL-2 act, HepG2 viability, EPAC2 agonist, TGFb inhibitor, Nrf2 ARE act, A549 viability, ATXN viability
Cc1ccc(-n2nc(C(=O)N3CCN(c4cc(C)ccc4C)CC3)c3c4ccccc4n(C)c3c2=O)cc1
  9%, 3%, ·, -6%, ·, -19%, -1.0%, 16%, i
COc1ccc(NC(=O)C2CCCN(S(=O)(=O)c3ccc(Br)s3)C2)cc1 (stereo not given)
  -5%, ?, ·, -1%, ·, -27%, 5.2%, -9%, i
CCOc1ccc(C2C(=O)N(C3CCCCC3)CC(=O)N2Cc2ccccc2OC)cc1OC (stereo not given)
  ·, ·, ·, -4%, ·, 3%, 1.1%, -1%, ·
